Screening results as filed in PubChem BioAssay.
a7 integrin act – activates integrin-mediated alleviation for muscular dystrophy | alpha7betagal myoblasts, beta-gal FDG fluorescence, 48 h | Potency, µM (top dose mostly 38.3 µM), without a hit: at the top dose activation, actives largely listed as activators | 350,000 tested, 0.064% active;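 further: potency means the concentration at half of the fitted maximal effect; 100% = response of the positive control SU9516; nearly all actives have a fitted effect of over 60% in size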
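Alpha7betagal+/- myoblasts (passage 13) were plated 16-24 hr, then exposed to compounds (1:260 dilution of DMSO stock) for 48 hours at 37C. After MPER lysis, β-galactosidase reporter activity was read as FDG fluorescence (ex 480/em 540) after 30 minutes.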
A-T KAP1 phos – potential ataxia-telangiectasia treatment; […] A-T fibroblasts, KAP-1 phosphorylation AlphaLISA; neocarzinostatin DNA damage 30 min before lysis; Potency, µM (doses to about 57.5 µM), inactives show at the top dose activation, actives largely listed as activators; 320,000 tested, 0.19% active; further: potency means the concentration at half of the fitted maximal effect; % of control where 0% means no effect; nearly all actives have a fitted effect of over 45% in size
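ATM-like activity read as KAP-1 phosphorylation via AlphaLISA donor/acceptor antibody pairs after lysis and 6 hr at 25C. Cells were ATM-null patient fibroblasts ([…], hTERT), dosed 60 min, then exposed to the DSB inducer NCS for 30 min.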
BRCA1 expr up – BRCA1 expression activation. 380,000 tested, 1.1% active. MCF7-BRCA1-FFLuc reporter, luminescence, 48 h; response scale: scaled: vehicle 0%, 10 µM genistein 100%. Potency, µM (highest dose often 46.1 µM), for inactives: at the highest dose activation, hits mostly activators; further: potency means the concentration at half of the fitted maximal effect; nearly all actives have a fitted effect of over 80% in size; some results filed as inactive show a strong effect at the top dose
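Reporter cells (MCF7, BRCA1 promoter-firefly luciferase) received library compounds across a concentration series for 48 h. End-point luminescence was measured and concentration-effect curves derived after normalization.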
ELG1 DNA repair – inhibitors of ELG1-dependent DNA repair in HEK293T cells; 330,000 tested, 2.3% active; HEK293T ELG1-luciferase reporter, luminescence, 16 h; DNA damage induced by 5-fluorouridine; AID 504467; Potency, µM (series often up to 46.1 µM), without a hit: at the highest dose activity change, negative = inhibition, hits mostly inhibitors; further: potency means the concentration at half of the fitted maximal effect; on the % scale 0 is the no-effect control and ±100 the full control effect; nearly all actives have a fitted effect of over 55% in size
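Overnight (16 hr) co-exposure of 2,000 cells/well to 5-fluorouridine and compound at 37 °C preceded detection. Luciferase was quantified via ONE-Glo luminescence; loss of signal denotes inhibition.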
TCR act – activates T cell receptor signaling | Potency, µM (titrated, usually from 9.22 µM), for the others: at the top dose activation of IL-2 secretion, most hits filed as activators | 330,000 tested, under 10 active | primary human leukocytes, anti-CD3, IL-2 HTRF, 48 h | AID 504894; further: % of control where 0% means no effect
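Primary human leukocytes incubated 48 hr with anti-CD3 beads plus compound, without co-stimulation. Secreted IL-2 measured by HTRF (europium cryptate/d2 anti-IL-2 pair, 320 nm excitation, 665 nm emission).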
CXXC DNA block – MLL CXXC-DNA interaction inhibition; MLL-CXXC / FITC-HOXA9 DNA fluorescence polarization; AID 2662; 290,000 tested, 0.037% active; Q03164; Potency, µM (series often up to 115 µM), inactives show at the top dose activity change, negative = inhibition, hits mostly inhibitors; active means well fitted inhibition curve with a large enough effect in the polarisation, with a control signal flat, not every such curve was filed as active; inconclusive means small, poorly fitted or top-dose-only effect, or effect the other way, or a change in a side signal; inactive means no such curve, though single readings can be large or run the other way; the % refers to the polarisation; further: potency means the concentration at half of the fitted maximal effect
Target sequence (Q03164 whole entry, looked up): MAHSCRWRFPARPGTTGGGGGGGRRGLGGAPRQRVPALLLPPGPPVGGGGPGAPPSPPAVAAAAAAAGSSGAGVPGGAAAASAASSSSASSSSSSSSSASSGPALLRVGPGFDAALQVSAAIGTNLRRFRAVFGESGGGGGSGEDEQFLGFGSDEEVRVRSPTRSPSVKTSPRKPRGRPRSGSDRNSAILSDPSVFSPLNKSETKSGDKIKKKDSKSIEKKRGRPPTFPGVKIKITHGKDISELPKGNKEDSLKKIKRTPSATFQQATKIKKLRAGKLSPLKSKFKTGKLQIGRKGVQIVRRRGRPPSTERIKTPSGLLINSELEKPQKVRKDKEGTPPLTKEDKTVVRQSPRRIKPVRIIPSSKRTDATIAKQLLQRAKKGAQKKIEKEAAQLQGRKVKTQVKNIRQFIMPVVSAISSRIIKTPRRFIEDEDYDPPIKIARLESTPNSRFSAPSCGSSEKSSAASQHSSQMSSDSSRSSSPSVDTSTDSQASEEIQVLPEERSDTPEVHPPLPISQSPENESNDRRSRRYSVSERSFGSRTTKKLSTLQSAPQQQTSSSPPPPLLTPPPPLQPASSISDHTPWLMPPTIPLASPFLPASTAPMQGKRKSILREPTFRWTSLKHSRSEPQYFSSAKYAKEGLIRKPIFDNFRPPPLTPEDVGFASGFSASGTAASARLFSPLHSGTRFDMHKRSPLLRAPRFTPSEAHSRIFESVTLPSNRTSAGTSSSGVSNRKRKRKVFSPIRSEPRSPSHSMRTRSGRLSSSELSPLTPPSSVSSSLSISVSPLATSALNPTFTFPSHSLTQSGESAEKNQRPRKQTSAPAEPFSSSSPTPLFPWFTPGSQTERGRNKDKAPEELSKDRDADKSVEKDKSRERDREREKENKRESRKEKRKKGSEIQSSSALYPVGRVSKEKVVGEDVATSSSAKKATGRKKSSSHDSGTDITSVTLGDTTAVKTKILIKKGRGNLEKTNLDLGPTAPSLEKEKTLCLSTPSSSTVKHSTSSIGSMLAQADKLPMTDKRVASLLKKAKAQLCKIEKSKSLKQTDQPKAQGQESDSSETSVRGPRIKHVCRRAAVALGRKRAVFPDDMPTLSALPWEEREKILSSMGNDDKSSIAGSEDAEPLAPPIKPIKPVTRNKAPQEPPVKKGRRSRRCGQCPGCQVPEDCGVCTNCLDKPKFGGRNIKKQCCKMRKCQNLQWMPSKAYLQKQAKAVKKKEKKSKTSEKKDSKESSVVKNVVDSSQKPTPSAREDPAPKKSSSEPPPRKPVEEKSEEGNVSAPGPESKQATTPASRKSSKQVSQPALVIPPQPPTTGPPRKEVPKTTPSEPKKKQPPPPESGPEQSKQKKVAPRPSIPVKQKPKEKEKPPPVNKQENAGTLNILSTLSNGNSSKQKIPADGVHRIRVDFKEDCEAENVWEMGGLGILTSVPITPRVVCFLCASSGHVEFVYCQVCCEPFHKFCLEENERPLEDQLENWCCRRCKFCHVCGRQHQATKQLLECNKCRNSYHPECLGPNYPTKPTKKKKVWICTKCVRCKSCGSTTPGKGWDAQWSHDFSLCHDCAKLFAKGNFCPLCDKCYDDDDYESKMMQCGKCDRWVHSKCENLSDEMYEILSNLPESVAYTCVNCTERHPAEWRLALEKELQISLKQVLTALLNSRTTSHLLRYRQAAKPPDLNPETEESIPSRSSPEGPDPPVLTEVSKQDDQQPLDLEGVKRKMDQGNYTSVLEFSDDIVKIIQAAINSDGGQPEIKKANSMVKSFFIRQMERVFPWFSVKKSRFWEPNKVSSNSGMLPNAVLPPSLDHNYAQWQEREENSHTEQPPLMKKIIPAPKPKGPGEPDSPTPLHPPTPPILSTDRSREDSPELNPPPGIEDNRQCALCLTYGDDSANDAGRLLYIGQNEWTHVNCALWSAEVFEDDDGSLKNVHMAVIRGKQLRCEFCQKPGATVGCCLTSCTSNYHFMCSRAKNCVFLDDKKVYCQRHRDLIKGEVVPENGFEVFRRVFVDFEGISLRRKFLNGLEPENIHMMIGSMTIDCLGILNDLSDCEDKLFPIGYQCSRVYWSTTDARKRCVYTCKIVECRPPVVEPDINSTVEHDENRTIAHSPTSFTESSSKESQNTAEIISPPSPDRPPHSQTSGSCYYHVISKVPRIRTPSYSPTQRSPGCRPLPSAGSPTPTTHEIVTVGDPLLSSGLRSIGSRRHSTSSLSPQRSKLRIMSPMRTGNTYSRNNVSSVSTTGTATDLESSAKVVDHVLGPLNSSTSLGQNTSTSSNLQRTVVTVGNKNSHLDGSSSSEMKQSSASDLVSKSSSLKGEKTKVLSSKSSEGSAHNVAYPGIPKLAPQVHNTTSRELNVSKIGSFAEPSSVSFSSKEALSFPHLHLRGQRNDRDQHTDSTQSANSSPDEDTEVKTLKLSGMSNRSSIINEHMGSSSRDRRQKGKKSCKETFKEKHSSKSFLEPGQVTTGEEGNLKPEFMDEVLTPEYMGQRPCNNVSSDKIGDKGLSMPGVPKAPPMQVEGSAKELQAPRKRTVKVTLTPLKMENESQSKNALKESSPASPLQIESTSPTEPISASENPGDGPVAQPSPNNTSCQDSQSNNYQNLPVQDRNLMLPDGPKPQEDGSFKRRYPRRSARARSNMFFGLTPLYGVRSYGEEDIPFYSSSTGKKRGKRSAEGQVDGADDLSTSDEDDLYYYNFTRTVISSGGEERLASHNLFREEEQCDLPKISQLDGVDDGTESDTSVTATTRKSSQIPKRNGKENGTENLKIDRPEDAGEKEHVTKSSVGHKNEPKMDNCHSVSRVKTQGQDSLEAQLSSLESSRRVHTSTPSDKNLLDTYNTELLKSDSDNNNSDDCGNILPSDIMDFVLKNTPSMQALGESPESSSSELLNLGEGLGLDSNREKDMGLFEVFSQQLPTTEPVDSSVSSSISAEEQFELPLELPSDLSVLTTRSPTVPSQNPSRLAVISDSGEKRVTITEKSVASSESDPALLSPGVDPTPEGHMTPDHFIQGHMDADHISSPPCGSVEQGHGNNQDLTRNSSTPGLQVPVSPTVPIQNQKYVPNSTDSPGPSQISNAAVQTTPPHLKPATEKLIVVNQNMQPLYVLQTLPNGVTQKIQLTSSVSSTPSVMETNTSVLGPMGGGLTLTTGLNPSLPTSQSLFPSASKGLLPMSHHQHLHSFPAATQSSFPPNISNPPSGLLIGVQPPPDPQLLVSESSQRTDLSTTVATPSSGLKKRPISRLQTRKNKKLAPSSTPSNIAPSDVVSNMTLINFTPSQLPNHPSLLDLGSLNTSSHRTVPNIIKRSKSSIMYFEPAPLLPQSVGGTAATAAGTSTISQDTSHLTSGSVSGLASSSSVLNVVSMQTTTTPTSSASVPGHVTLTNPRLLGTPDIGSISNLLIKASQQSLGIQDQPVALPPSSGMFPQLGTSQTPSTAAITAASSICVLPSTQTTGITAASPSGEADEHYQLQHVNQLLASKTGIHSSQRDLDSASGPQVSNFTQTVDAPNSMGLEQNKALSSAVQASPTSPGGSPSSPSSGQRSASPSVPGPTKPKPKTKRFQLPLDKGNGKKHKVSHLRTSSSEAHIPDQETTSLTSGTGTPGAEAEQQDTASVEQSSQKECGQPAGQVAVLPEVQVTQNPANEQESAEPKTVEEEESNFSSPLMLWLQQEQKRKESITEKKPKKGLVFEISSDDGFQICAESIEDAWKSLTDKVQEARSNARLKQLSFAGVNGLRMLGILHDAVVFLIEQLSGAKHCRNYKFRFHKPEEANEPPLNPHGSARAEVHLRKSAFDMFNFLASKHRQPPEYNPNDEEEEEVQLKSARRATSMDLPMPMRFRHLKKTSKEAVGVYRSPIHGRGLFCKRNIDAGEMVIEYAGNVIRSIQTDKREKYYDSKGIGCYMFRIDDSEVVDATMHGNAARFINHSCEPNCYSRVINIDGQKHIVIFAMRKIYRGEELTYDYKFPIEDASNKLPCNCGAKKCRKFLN
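Steps: dispense CXXC domain solution (7 uM) → pin compounds or unlabeled HOX-A9 DNA control → 5 min ambient → add FLSN-HOX-A9 solution (50 nM) → spin → 30 min ambient → fluorescence polarization. Tris pH 7.5/NaCl/DTT/BSA buffer.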
TSG101-PTAP inh – blocks PTAP/TSG101 interaction to inhibit HIV-1 budding; Fluorescence polarization, FITC-PTAP peptide / Tsg101 binding; Potency, µM (series often up to 115 µM), inactives show top-dose activity change, negative = inhibition, actives largely listed as inhibitors; 340,000 tested, under 10 active; AID 493005; active means well fitted inhibition curve with a large enough effect in the main read-out, with a control signal flat, not every such curve was filed as active; inconclusive means small, poorly fitted or top-dose-only effect, or effect the other way, or a change in a side signal; inactive means no such curve, though single readings can be large or run the other way; further: potency means the concentration at half of the fitted maximal effect; % of control where 0% means no effect
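Tsg101 binding domain (10 uM final) was mixed with compound and a FITC-labeled PTAP peptide (50 nM final) in HEPES pH 7.5 buffer with NaCl, Tween 20, EDTA and TCEP; fluorescence polarization was read after 20 min at r.t.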
TRPV1 agonist – agonists of human vanilloid receptor 1 (TRPV1); TRPV1-expressing cells, Fluo-8 calcium influx, agonist mode; activation, % at 8.33 µM; 320,000 tested, 0.19% active; in the data active means activation above about 80%; inconclusive means between about 30% and that limit; further: 0% is about no effect
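Fluo-8 calcium influx in TRPV1-expressing cells, kinetic read (ex 480/em 520 nm). Compound added and read 3 min for agonist activity, followed by capsaicin at EC20 final and 2 min further read for enhancement.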
p53 reactivation – re-activators of mutant p53. H1299 p53-A138V BP100-luciferase reporter, luminescence, 24 h. Potency, µM (doses to about 92.2 µM), without a hit: at the highest dose activity change, positive = activation, most hits filed as activators. 320,000 tested, 0.063% active. AID 504706; further: potency means the concentration at half of the fitted maximal effect; % of control where 0% means no effect; nearly all actives have a fitted effect of over 45% in size
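p53-null H1299 cells stably carrying temperature-sensitive p53-A138V and a BP100-luciferase reporter were pinned with compounds (4-point, 1:5 series) and held 24 hrs at 37 deg C. Luminescence was read 10 min after detection reagent.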
B2AR arrestin – agonists driving beta-arrestin recruitment to human beta2-adrenergic receptor; P07550; Potency, µM (titrated, usually from 46.1 µM), for the others: at the top dose activation, actives largely listed as activators; 330,000 tested, 0.02% active; beta-arrestin recruitment to beta2AR, cell-based reporter;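 further: potency means the concentration at half of the fitted maximal effect; 0% = DMSO controls and full agonism = EC100 isoproterenol or metaproterenol; nearly all actives have a fitted effect of over 65% in size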
Active calls of the source: *; ? = inconclusive; · = not tested or not shown; [ ] = remark or other dose. Unless noted, the call rests on the fitted dose curve; in most records, active means well fitted curve in the direction sought with a large enough effect; inconclusive means small, poorly fitted or top-dose-only effect, or another doubt; inactive means no such curve, though single readings can be large; an effect the other way counts as inactive or inconclusive. Hits appear at their usual frequency; about 3.8% have a hit in one of these screens.

SMILES	a7 integrin act	A-T KAP1 phos	BRCA1 expr up	ELG1 DNA repair	TCR act	CXXC DNA block	TSG101-PTAP inh	TRPV1 agonist	p53 reactivation	B2AR arrestin
CC(=O)NC(Cc1ccccc1)C(=O)OCC(=O)c1ccc(F)cc1 (centres undefined)	-8%	-7%	-8%	16%	1%[46.1 µM]	4%	-2%	3	-8%	0.1%
COc1cc(/C=N/n2cnnc2)ccc1OCC(=O)N1CCOCC1	0%	-14%	-2%	13%	-2%	-11%	-2%	2	1%	-0.2%
CC1CCC(C(=O)NC(C(=O)NCCc2ccc(S(N)(=O)=O)cc2)C(C)C)CC1 (centres undefined)	0%	-4%	3%	-8%	-8%	8%	0%	1	12%	0.2%
O=C(O)CCCCCNc1nc(=S)[nH]c2ccccc12	-12%	3%	0%	11%	4%	-4%	-2%	1	-1%	0.2%
COc1ccc(N2C(=O)CSC23CCCCC3)cc1	1%	9%	-12%	-5%	-1%[46.1 µM]	1%	-5%	-2	-18%	1.9%
CC(C)Nc1nnc(SCC(=O)Nc2ccc(F)cc2)s1	-11%	2%	-4%	?	3%	13%	-6%	-3	-7%	-0.8%
CCc1ccc(C(=O)NC(=S)NCc2cccnc2)cc1	20%	11%	16%	17%	3%	2%	-3%	1	0%	0.1%
CC(=O)NCCNC(=O)c1ccc(Sc2ccccc2)c([N+](=O)[O-])c1	23%	-3%	6%	6%	-5%	2%	-1%	18	19%	0.5%
CSc1ncccc1C(=O)Nc1ccc(C)cn1	?	0%	39%	13%	5%	-9%	-1%	4	10%	0.4%
COc1cc(OC)cc(C(=O)N2CCN(c3ncccn3)CC2)c1	3%	2%	4%	-6%	5%	-4%	-11%	-1	-5%	-0.1%
Cc1ccccc1-c1nc(CSc2nc3c(c(=O)[nH]2)CCC3)c(C)o1	30%	-8%	1%	?	5%	10%	-2%	-8	7%	-1.0%
CCOc1ccccc1OCC(=O)Nc1ccc(S(=O)(=O)Nc2nc(C)cc(C)n2)cc1	16%	4%	1%	-9%	-1%	-4%	-6%	-2	-4%	0.3%
O=C(NCc1ccccn1)C1(C(F)(F)F)C/C(=C\CCO)CCCO1 (centres undefined)	17%	·	0%	·	2%	·	-2%	·	·	·
Cn1c(CSCc2ccc(Cl)c(Cl)c2)n[nH]c1=S	-19%	0%	-9%	-3%	-8%[46.1 µM]	7%	1%	10	-7%	0.2%
CC(C)(C)C(=O)N1CCN(c2nc3ccc(Br)cc3s2)CC1	-7%	15%	?	?	7%	-8%	3%	?	14%	0.1%
Cn1c2[n+](c3ccc(Cl)cc3c1=O)Cc1ccccc1-2	6%	-1%	-4%	9%	-4%	-8%	-3%	9	1%	-0.4%
CCOC(=O)C1CCN(C(=S)Nc2ccc(CC)cc2)CC1	18%	1%	64%	?	-11%	-2%	-3%	?	7%	0.0%
O=C(OCCCc1cc2ccccc2c(=O)o1)N1CCOCC1	8%	-5%	20%	?	2%	·	-7%	·	5%	-1.0%
Cc1cc(NCCC(C)C)n2nc(C)c(-c3ccccc3)c2n1	-11%	4%	0%	?	0%	-2%	-2%	15	16%	-0.3%
O=C1CC(c2ccccc2)c2cc(O)ccc2O1 (centres undefined)	?	-3%	0%	0%	-1%[46.1 µM]	9%	-8%	0	-1%	-1.1%
CC(CCc1ccccc1)NC(=O)CSc1nccc(=O)[nH]1 (centres undefined)	0%	0%	-9%	3%	7%	-7%	-4%	0	1%	-0.4%
Cc1nc(-c2cccc(S(=O)(=O)N3CCCCC3)c2)cs1	2%	11%	-5%	-8%	2%	-2%	0%	23	-2%	-0.6%
CCOc1ccc(S(=O)(=O)N2CCN=C2c2ccccc2)cc1	7%	0%	-62%	-9%	-4%	-4%	-1%	2	-11%	-0.4%
C=CCn1c(CC(=O)Nc2ccc(C)cc2C)nnc1SCC(=O)N1CCOCC1	-5%	38%	-2%	9%	-3%	33%	0%	-1	5%	0.3%
COc1ccc(N(CC(O)CN2CCCCC2)S(=O)(=O)c2ccc(C)cc2)cc1 (centres undefined)	-1%	1%	-8%	-5%	-1%	9%	-5%	0	-6%	0.0%

Compound profiles, from the list above. Order of screens: a7 integrin act | A-T KAP1 phos | BRCA1 expr up | ELG1 DNA repair | TCR act | CXXC DNA block | TSG101-PTAP inh | TRPV1 agonist | p53 reactivation | B2AR arrestin
COc1cc(/C=N/n2cnnc2)ccc1OCC(=O)N1CCOCC1 as listed: 0% | -14% | -2% | 13% | -2% | -11% | -2% | 2 | 1% | -0.2%
COc1ccc(N(CC(O)CN2CCCCC2)S(=O)(=O)c2ccc(C)cc2)cc1 (centres undefined) as listed: -1% | 1% | -8% | -5% | -1% | 9% | -5% | 0 | -6% | 0.0%

The list goes on:
SMILES	a7 integrin act	A-T KAP1 phos	BRCA1 expr up	ELG1 DNA repair	TCR act	CXXC DNA block	TSG101-PTAP inh	TRPV1 agonist	p53 reactivation	B2AR arrestin
O=C(Nc1ccc(S(=O)(=O)N2CCCC2)cc1)C1CCN(S(=O)(=O)c2ccc(F)cc2)CC1	23%	-5%	-68%	-27%	0%	·	0%	?	-9%	-0.2%
Cc1ccc(NC(=O)C2(NC(=O)c3cccc(N4C(=O)CSC4c4ccccc4)c3)CCCCC2)cc1 (centres undefined)	15%	1%	-23%	-12%	·	2%	-5%	-1	4%	8.6%
CN(Cc1cccc(F)c1)C(=O)CN1C(=O)NC2(CCc3ccccc32)C1=O (centres undefined)	?	10%	-16%	-7%	4%	·	1%	-1	3%	0.5%
O=C(C1COc2ccccc2O1)N1CCN(c2ccc([N+](=O)[O-])cc2)CC1 (centres undefined)	-44%	4%	-3%	?	0%	·	0%	·	-3%	-0.3%
O=C(CN(Cc1ccccc1C(F)(F)F)C(=O)CNC(=O)c1ccco1)NC1CCCC1	1%	-1%	-2%	-2%	5%	2%	-5%	3	-4%	0.3%
COc1ccccc1N1CCN(CC(=O)Nc2ccccc2C(=O)NCCc2ccccc2)CC1	-13%	1%	-20%	?	-1%	·	-5%	?	10%	-0.1%
CCCc1ccc(-c2cc(C(=O)NCCc3ccc(S(N)(=O)=O)cc3)c3ccccc3n2)cc1	-10%[7.66 µM]	-2%	?	?	·	30%[activator]	-5%	-3	1%	3.6%
COc1cccc(NC(=O)CN(C)C(=O)CCNC(=O)c2ccc(Br)cc2)c1	6%	-1%	28%	7%	7%	·	0%	1	2%	0.1%
S=c1[nH]nc(COc2ccccc2)n1/N=C/c1ccncc1	5%	-7%	-8%	-19%	3%	2%	-2%	-1	-2%	-0.1%
O=C1COc2ccc(S(=O)(=O)N3CCC(C(=O)NCc4ccccc4)CC3)cc2N1	23%	1%	0%	16%	13%	11%	0%	0	0%	-0.2%
Cc1cc(NC(=O)c2ccc3c(c2)C(=O)N(CC(C)C)C3=O)no1	-10%	-3%	-1%	16%	-6%	0%	1%	3	4%	-0.4%
Cc1nnc(SCC(=O)Nc2cccc(S(=O)(=O)N(C)c3ccccc3)c2)s1	-47%[inhibitor]	-1%	-15%	?	2%[46.1 µM]	-3%	-2%	12	15%	-0.3%
CCCCCCCCCCOC(=O)Cn1c(COc2cccc(OC)c2)[n+](C)c2ccccc21	-58%[inhibitor]	-6%	-32%	-18%	2%	35%[activator]	0%	4	4%	0.2%
CCCCNc1nc(NC)nc(Cl)c1SC	-11%	3%	13%	-1%	-3%	-3%	-2%	13	3%	-1.0%
COCc1cccc(C(=O)NC(c2ccccc2)c2ccccc2)c1	-10%	0%	-14%	0%	-5%	-2%	2%	21	-1%	-0.2%
COc1ccccc1C(O)(C(=O)NN(C(=O)c1ccccc1)c1ccccc1C)c1cccs1 (centres undefined)	4%	1%	2%	-6%	4%	0%	0%	4	-15%	-1.0%
Cc1nn(C(=O)c2ccco2)c(C)c1Sc1ccc([N+](=O)[O-])cc1	-1%	4%	7%	10%	6%	38%[activator]	-3%	2	5%	-0.2%
NS(=O)(=O)c1ccc(NC(=O)CNC(=O)c2ccc3c(c2)OCO3)cc1	21%	7%	-17%	10%	2%	·	-4%	·	-1%	-0.7%
Cc1ccc(S(=O)(=O)N2CCOC2CNC(=O)C(=O)NCCN2CCOCC2)cc1 (centres undefined)	5%	6%	2%	9%	·	21%	-1%	6	6%	0.1%
COc1ccccc1Nc1nc(NCCC(C)C)nc(N)c1[N+](=O)[O-]	10%	0%	-43%	21µM*	2%	9%	-8%	·	1%	-0.1%
Cc1ccc(-c2nnc(SCC(=O)N/N=C/c3ccc(C(=O)O)cc3)n2C2CCCCC2)cc1	?	-3%	-9%	9%	-13%	13%	0%	1	-1%	0.2%
O=C(CSc1ccc(F)cc1)Nc1cccc(S(=O)(=O)N2CCOCC2)c1	-9%	-5%	-8%	-14%	-1%[46.1 µM]	·	4%	·	2%	-0.3%
Cc1cc(Br)ccc1S(=O)(=O)n1ccnc1C	4%	1%	-1%	-2%	6%	1%	-4%	1	-1%	0.1%
COc1ccc(-c2[nH]ncc2CNC(C)CCn2cccn2)c(F)c1 (centres undefined)	11%	7%	0%	6%	-3%	-3%	4%	4	-5%	-0.6%
